mIAP act: mouse IAP activation | muIAP, CDP-Star luminescence, 30 min; active compounds read high; 1 = vehicle-only enzyme signal, 0 = enzyme-free wells | activation factor at 10 µM | 330,000 tested, 0.24% active;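 active means activation factor of at least 2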; further: the source names both 10 and 20 µM as test concentration; values of inactives mirror those of a sister screen read the other way
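Assay system: mouse IAP enzyme; Reagent: CDP-Star chemiluminescent phosphatase substrate; Compound: DMSO-dissolved test compounds; Incubation: 30 min, room temperature; Technique: luminescence from enzymatic CDP-Star hydrolysis; Controls: DMSO-only wells and no-enzyme negative control.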
hIAP inh: human IAP inhibition; 330,000 tested, 0.12% active; inhibition, % at 10 µM; P09923; AID 2544; purified IAP, CDP-Star luminescence, 30 min;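 active means inhibition reaching a set limit with compound at 10 µM in the primary screen, cut at about 35% in these data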;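 further: plate controls were DMSO wells with enzyme for no effect and no-enzyme buffer wells for full effect; values of inactives mirror those of a sister screen read the other way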
HKDC1 inhibitor: inhibitors of human hexokinase HKDC1; 340,000 tested, 0.16% active; AID 493160; recombinant HKDC1, G6PDH/diaphorase resazurin coupled fluorescence; inhibition, % at 20 µM; Q2TB90;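 active means inhibition above about 35% when tested at 20 µM, limit read from the data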;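 further: plate controls were DMSO wells with enzyme for no effect and DMSO wells lacking enzyme for full effect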
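Test system: HK5 enzyme. Quantity: 5 µg/mL HK5 final. Reagent: glucose and ATP substrates. Schedule: 90 min reaction incubation at room temperature, dark. Technique: resazurin-to-resorufin fluorescence via G6PDH and diaphorase coupling, 525/613 nm. Control set: DMSO wells with and without enzyme mix.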
PfG6PD inh: PfG6PD (Plasmodium falciparum) enzyme inhibition. PfGluPho enzyme, NADPH resazurin-diaphorase fluorescence. inhibition, % at 20 µM. 350,000 tested, 0.78% active. AID 504690;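 active means inhibition reaching at least a set limit at 20 µM in the primary screen, cut at about 59% in these data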;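 further: 0% = DMSO wells with substrate and 100% = DMSO wells lacking glucose-6-phosphate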
ATG4B inh: ATG4B (human) cysteine protease inhibition; AID 504462; Q9Y4P1; inhibition, % at 8.33 µM; 340,000 tested, 0.51% active; ATG4B cleavage of LC3-PLA2, NBD-HPC fluorescence, 1 h; in the data active means inhibition above about 40%
Target sequence (Q9Y4P1 whole entry, looked up): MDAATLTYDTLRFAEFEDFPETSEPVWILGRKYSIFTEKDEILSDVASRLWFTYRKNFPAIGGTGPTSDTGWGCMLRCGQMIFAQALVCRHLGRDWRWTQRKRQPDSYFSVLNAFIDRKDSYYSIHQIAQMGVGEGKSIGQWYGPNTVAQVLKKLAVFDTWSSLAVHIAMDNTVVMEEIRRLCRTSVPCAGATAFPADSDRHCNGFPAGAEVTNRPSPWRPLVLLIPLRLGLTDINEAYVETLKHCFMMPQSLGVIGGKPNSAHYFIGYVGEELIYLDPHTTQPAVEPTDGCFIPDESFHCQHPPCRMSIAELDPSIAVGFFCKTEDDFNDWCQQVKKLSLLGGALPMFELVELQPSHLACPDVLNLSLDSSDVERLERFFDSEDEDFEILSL
hIAP act: human IAP activation; purified human IAP, CDP-Star luminescence, 30 min; active compounds read high; 1 = vehicle-only enzyme, 0 = enzyme-free background; activation factor at 10 µM; 330,000 tested, 0.16% active; AID 2524;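 active means activation factor of the enzyme at least 2-fold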; further: the source names both 10 and 20 µM as test concentration; values of inactives mirror those of a sister screen read the other way
mIAP block: mouse IAP inhibition | inhibition, % at 10 µM | purified mouse IAP, CDP-Star luminescence, 30 min | AID 2806 | 330,000 tested, 0.2% active;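 active means inhibition of at least 40% at 10 µM in the primary screen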;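 further: plate controls were DMSO with enzyme for no effect and no enzyme wells for full effect; values of inactives mirror those of a sister screen read the other way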
APOBEC3A inh: inhibitors of human APOBEC3A DNA deaminase. recombinant A3A, FAM/TAMRA ssDNA deamination fluorescence. inhibition, % at 20 µM. 330,000 tested, 0.41% active;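 active means at least 40% inhibition at 20 µM here, with at most 30% in a related deaminase screen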;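 further: plate controls were A3A with DMSO for no effect and wells lacking A3A enzyme for full effect; some results filed as inactive read as strong as hits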
Target sequence (P31941 whole entry, looked up): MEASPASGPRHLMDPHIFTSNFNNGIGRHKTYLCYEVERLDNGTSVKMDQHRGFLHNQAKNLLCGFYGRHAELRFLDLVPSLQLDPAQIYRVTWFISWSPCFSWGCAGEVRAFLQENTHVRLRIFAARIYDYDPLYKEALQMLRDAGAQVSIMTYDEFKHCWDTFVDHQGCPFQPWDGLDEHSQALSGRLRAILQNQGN
An asterisk follows results filed as active; . = not tested or not shown.

SMILES | mIAP act | hIAP inh | HKDC1 inhibitor | PfG6PD inh | ATG4B inh | hIAP act | mIAP block | APOBEC3A inh
O=C1OCCN1C(=O)[C@H]1[C@H](c2ccc([N+](=O)[O-])cc2)C(c2ccc(F)cc2)=NN1c1ccccc1 | 1.1 | . | 5 | 10 | 1 | . | -7 | 4
Cc1ccc(NC(=O)COC(=O)c2cc(=O)c3ccccc3o2)cc1F | 0.96 | 3 | 0 | -8 | -3 | 0.97 | 4 | 5
CCC(=O)NC(=S)Nc1ccc(NC(=O)COc2ccccc2)cc1 | 0.97 | 15 | -10 | 30 | -3 | 0.85 | 3 | 0
COc1ccc(NC(=O)N2CCC(C(=O)c3ccc4c(c3)OCCO4)CC2)cc1 | 1 | -11 | -3 | 2 | -17 | 1.1 | -2 | -1
CC(C)(c1ccccc1)c1ccc(OCC(O)CN2CCCC2)cc1 (configuration not stated) | 0.96 | -19 | 3 | 18 | 8 | 1.2 | 4 | -7
O=C(O)Cn1nnc(-c2cccs2)n1 | 0.97 | 4 | -2 | -12 | 5 | 0.96 | 3 | 1
CC1CCC(NS(=O)(=O)c2ccc3c(c2)CC(=O)N3)CC1 (configuration not stated) | 1 | 7 | -3 | -9 | -7 | 0.93 | -4 | 0
Cc1onc(-c2ccccc2Cl)c1C(=O)Nc1nc2c(s1)CCCC2 | 1.1 | -4 | -2 | 15 | 3 | 1 | -9 | 0
COc1ccc(-c2nn(-c3ccccc3)cc2CNC(C)Cn2cncn2)c(F)c1 (configuration not stated) | 1.2 | -14 | 0 | 4 | -6 | 1.1 | -21 | -6
CCCC1C2C(=O)N(c3cccc(C)c3)C(=O)C2ON1c1ccccc1 (configuration not stated) | 1 | 7 | -2 | -16 | -1 | 0.93 | -4 | 2
CC(C)=CCN1CCN(CCCn2cccn2)CC1CCO (configuration not stated) | 0.91 | 13 | -8 | 8 | -5 | 0.87 | 9 | 8
Cc1cccc(OCc2nc3ccccc3c(=O)n2N)c1 | 1.1 | 8 | 3 | -5 | -3 | 0.92 | -7 | 4
Cc1ccc(C(=O)N[C@@H](C)CN2C3=NC[C@H](C)N3C[C@H]2Cc2ccc(O)cc2)cc1Br | 1.1 | 5 | . | . | . | 0.95 | -5 | 0
O=C(O)c1cccc(Cn2c(Cl)c(/C=N/NC(=O)c3ccccc3)sc2=O)c1 | 1 | 3 | 0 | 17 | -2 | 0.97 | -3 | -3
Cc1[nH]n(-c2ccccc2)c(=O)c1C=Nc1cccc2cccnc12 | 0.97 | -17 | -7 | -5 | -26 | 1.2 | 3 | 2
CCN(CC)CCNC(=O)Cn1ncc2ccccc2c1=O | 0.97 | -28 | -2 | -2 | 3 | 1.3 | 3 | 4
CNC(=S)N(CCc1c(C)[nH]c2ccc(Cl)cc12)Cc1cc(OC)c(OC)c(OC)c1 | 1.1 | 16 | 8 | 7 | -4 | 0.84 | -9 | -3
CN(CC(=O)Nc1cccc(F)c1)CC(=O)Nc1ccccc1-c1ccccc1 | 1.1 | -10 | -4 | -3 | 10 | 1.1 | -15 | -5
CCN(C(=O)CN1CCN(c2cccc(C(F)(F)F)c2)CC1)c1c(N)n(Cc2ccccc2)c(=O)[nH]c1=O | 0.97 | -3 | 2 | -3 | -9 | 1 | 3 | 1
O=C(COC(=O)c1cc(Cl)ccc1O)Nc1ccc2c(c1)OCCO2 | 1 | 16 | -1 | 2 | -9 | 0.84 | 0 | 0
Cc1ccc(N(C(C)C(=O)Nc2cccc(N(C)S(C)(=O)=O)c2)S(C)(=O)=O)cc1 (configuration not stated) | 0.96 | -6 | -11 | 4 | -10 | 1.1 | 4 | -3
CC(=O)Nc1nnc(CSCc2ccc(F)cc2)s1 | 1 | 11 | 1 | 1 | -4 | 0.89 | -2 | -1
Cn1nnnc1SCC(=O)NNC(=O)c1ccc(Br)cc1 | 0.96 | -2 | 2 | -16 | -8 | 1 | 4 | -5
Cc1ccc(S(=O)(=O)N2CCCCC2)cc1NC(=O)Cn1ccc(C(F)(F)F)n1 | 1.1 | 8 | -8 | 15 | -1 | 0.92 | -10 | 2
Cc1ccc(Nc2nnc(SC(C)C(=O)NCC3CCCO3)s2)cc1C (configuration not stated) | 0.98 | -10 | -1 | 17 | -5 | 1.1 | 2 | 2
CCCCn1c(SCC(=O)O)nc2ccccc21 | 0.99 | -6 | -5 | -4 | 12 | 1.1 | 0 | -6
COc1cccc(-n2nnnc2SCC(=O)NC2CCCC2)c1 | 1 | -10 | -3 | -6 | -8 | 1.1 | 0 | -3
COc1ccc2[nH]c(C(=O)O)c(NS(=O)(=O)c3ccc(Cl)s3)c2c1 | 0.84 | 4 | 7 | -16 | 2 | 0.96 | 16 | 1
CC1CCC2(CC1)NC(=O)N(CC(=O)NC(C)c1ccc(F)c(F)c1)C2=O (configuration not stated) | 0.9 | 3 | 5 | -8 | 3 | 0.97 | 10 | -1
O=C(CN1CCN(S(=O)(=O)c2ccccc2)CC1)NC(=O)NCc1ccccc1 | 0.93 | 7 | -1 | 12 | -12 | 0.93 | 7 | -4

4 of the entries above in order of their number in PfG6PD inh, low to high.
SMILES | mIAP act | hIAP inh | HKDC1 inhibitor | PfG6PD inh | ATG4B inh | hIAP act | mIAP block | APOBEC3A inh
CCCCn1c(SCC(=O)O)nc2ccccc21 | 0.99 | -6 | -5 | -4 | 12 | 1.1 | 0 | -6
O=C(COC(=O)c1cc(Cl)ccc1O)Nc1ccc2c(c1)OCCO2 | 1 | 16 | -1 | 2 | -9 | 0.84 | 0 | 0
O=C(CN1CCN(S(=O)(=O)c2ccccc2)CC1)NC(=O)NCc1ccccc1 | 0.93 | 7 | -1 | 12 | -12 | 0.93 | 7 | -4
CC(C)(c1ccccc1)c1ccc(OCC(O)CN2CCCC2)cc1 (configuration not stated) | 0.96 | -19 | 3 | 18 | 8 | 1.2 | 4 | -7

Continuation.
SMILES | mIAP act | hIAP inh | HKDC1 inhibitor | PfG6PD inh | ATG4B inh | hIAP act | mIAP block | APOBEC3A inh
COc1ccc(C(O)c2nccn2C)cc1 (configuration not stated) | 1 | -14 | -6 | -3 | 0 | 1.1 | -4 | -4
O=C(COC(=O)CNS(=O)(=O)c1cccc(F)c1)NCCc1ccccc1 | 0.99 | -2 | -6 | -2 | -8 | 1 | 1 | 0
COc1cccc2cc(C(=O)NCc3ccco3)c(=Nc3ccc(C(=O)O)cc3)oc12 | 1.1 | 5 | 20 | 9 | -10 | 0.95 | -6 | 0
COc1ccccc1NC(=O)Cn1cnc2c(cnn2-c2ccc(C)c(C)c2)c1=O | 0.96 | 6 | -3 | 4 | -1 | 0.94 | 4 | -3
CC1CCCCN1S(=O)(=O)c1cnc(Cl)c(Br)c1 (configuration not stated) | 0.9 | -4 | -6 | 5 | -2 | 1 | 10 | 2
Cc1ccc(CNC(=O)c2ccc(N3CCC4(CC3)CC(c3ccccc3)=NO4)c(NC(=O)c3ccc(Cl)c([N+](=O)[O-])c3)c2)cc1 | 0.93 | 2 | -5 | -3 | -5 | 0.97 | 7 | -4
CCOc1ccc(N(CC(=O)Nc2ccccc2C(=O)N2CCCC2)S(C)(=O)=O)cc1 | 1 | 5 | -7 | 7 | 0 | 0.95 | -1 | 1
O=[N+]([O-])c1ccccc1OCCCN1CCc2ccccc2C1 | 0.97 | 20 | -3 | -14 | 7 | 0.8 | 3 | -6
CCCCOC(=O)C1CCCC(C(=O)OCCCC)N1 (configuration not stated) | 1.1 | 2 | -6 | 2 | 4 | 0.98 | -6 | 4
COc1cc(C=O)ccc1OCCOc1ccccc1[N+](=O)[O-] | 1.1 | 12 | 8 | 2 | 11 | 0.88 | -11 | -5
CCOC(=O)CCNC(=O)Nc1cc2nc(C)n(Cc3cccc(Cl)c3)c2nc1C | 0.94 | -3 | -5 | 4 | 2 | 1 | 6 | -1
O=C(CN(C(=O)c1csnn1)c1ccccc1Cl)NC1CCCC1 | 0.89 | -2 | -2 | 5 | 4 | 1 | 11 | -4
Nn1c(SCc2ccccc2)nnc1-c1ccccn1 | 0.92 | 10 | -5 | -8 | 4 | 0.9 | 8 | -1
COc1ccc(NC(=O)c2ccc(S(=O)(=O)N3CCCCC3)cc2)cc1OC | 1 | 4 | -2 | 6 | -4 | 0.96 | -1 | 1
COCCCNS(=O)(=O)c1ccc(C)cc1 | 1 | 6 | -7 | 0 | -2 | 0.94 | 0 | -2
CC(=O)Nc1ccc(NC(=O)COc2ccc(Br)cc2C)cc1 | 1.1 | 13 | -2 | -19 | -5 | 0.87 | -7 | 3
Cc1ccc2nc(SCC(=O)NCc3ccc(S(N)(=O)=O)cc3)[nH]c2c1 | 1 | -4 | -6 | 1 | -1 | 1 | -4 | -10
CCCCCn1c(=O)[nH]c2cc(C(=O)NCCCN3CCCCC3)ccc2c1=O | 0.86 | -6 | -3 | 5 | -14 | 1.1 | 14 | 2
CNCC(=O)Nc1ccc(Cl)c(C(F)(F)F)c1 | 1 | 13 | -5 | -1 | 2 | 0.87 | -5 | 2
CCOC(=O)[C@@H]1[C@H]2COc3ccccc3[C@@H]2N2C(=O)N(c3cccc(Cl)c3)C(=O)[C@]12C | 0.94 | -10 | 3 | 0 | 3 | 1.1 | 6 | 3
C/C(N)=C(/C#N)C(=O)COC(=O)c1cccc(O)c1 | 1 | 3 | -3 | 3 | -12 | 0.97 | 0 | 4
CCC(=O)N(CCC(Cc1ccccc1)c1ccco1)Cc1ccco1 (configuration not stated) | 1.1 | -17 | 1 | -4 | 26 | 1.2 | -8 | -1
CCCN(CC1CC1)S(=O)(=O)c1ccc(-n2cnnn2)c(OC)c1 | 1 | 2 | -12 | -1 | 7 | 0.98 | -3 | 8
O=C(NCc1ccccn1)C(=O)NN=C1CCCCCCCCCCC1 | 0.97 | -44 | 3 | 2 | -2 | 1.4 | 3 | 1
COc1ccc(NC(=O)Nc2ccc(Br)c(C)c2)cc1 | 2.1* | -20 | -10 | 11 | -7 | 1.2 | -106 | 2
CC1CN(C(=O)c2cc3c(=O)n4ccccc4nc3s2)CC(C)O1 (configuration not stated) | 1.1 | 0 | -4 | 3 | 4 | 1 | -5 | 5
COc1cc(CN(C)CC(=O)c2[nH]c(C)c(C(C)=O)c2C)ccc1OC(F)F | 1 | -3 | -8 | 8 | -10 | 1 | 0 | 0
CCOC(=O)c1nc(N2CCN(C(=O)OCC)CC2)c2c3c(sc2n1)CCCC3 | 0.99 | 24 | 2 | 5 | 28 | 0.76 | 1 | 1
Cc1ccc(NS(=O)(=O)c2ccc(C(=O)NCc3ccc(S(N)(=O)=O)cc3)cc2)cc1 | 0.88 | 15 | 2 | 22 | -10 | 0.85 | 12 | -1
Cc1onc(C(=O)NN)c1-c1csc(COc2ccc(Cl)cc2)n1 | 1 | -10 | -3 | 1 | -4 | 1.1 | -3 | 4
COc1ccc(OC)c(Nc2ncnc3c2cnn3-c2cccc(C)c2)c1 | 1 | -4 | 22 | 20 | -7 | 1 | -1 | 2
CC(=O)N1CCC(C(=O)N2CCN(S(=O)(=O)c3cccs3)CC2)CC1 | 1.1 | 31 | 3 | -19 | 11 | 0.69 | -8 | 2
Cc1cc(NS(=O)(=O)c2ccc(NC(=O)C3CCCCC3)cc2)no1 | 1 | 21 | -5 | -9 | -6 | 0.79 | -3 | 3
COc1cc(C)c(CN2CCC(n3nccc3NC(=O)C3CCOC3)CC2)cc1C (configuration not stated) | 1.1 | -22 | -3 | -11 | 4 | 1.2 | -6 | 1
COc1cc(/C=N/NC(=O)c2cccc(S(=O)(=O)N3CCCC3)c2)ccc1O | 0.93 | -8 | -2 | 23 | -2 | 1.1 | 7 | 0
N=C1SC(c2ccccc2)C(=O)N1c1ncc(Cc2ccccc2)s1 (configuration not stated) | 1.1 | -4 | -5 | -23 | 56* | 1 | -8 | -4

Assay outcomes: PubChem BioAssay, Sanford-Burnham Center for Chemical Genomics
